Growth percent in the NCI-60 one-dose screen (48 h, 10 µM unless noted): 100 = growth as untreated, 0 = no growth, -100 = all killed.
SR – SR leukemia cells | actives 8.7% (n = 73,000) | AID 1794780
MDA-MB-231 – MDA-MB-231 breast cancer; actives 5% (n = 81,000)
MDA-MB-468 – MDA-MB-468 breast cancer; actives 8.5% (n = 78,000); AID 2202374
K-562 – K-562 leukemia; actives 7.4% (n = 78,000)
MCF7 – MCF7 breast cancer. actives 6.3% (n = 82,000). AID 1794796
MOLT-4 – MOLT-4 leukemia cells; actives 6.9% (n = 80,000)
RPMI-8226 – RPMI-8226 leukemia cells; actives 7.5% (n = 77,000); AID 1794781
MDA-MB-435 – MDA-MB-435 melanoma; actives 7.8% (n = 82,000); AID 1794794
* marks the source's active call; other numbers are inactive results; . = not tested or not shown; & = joins results of further samples. How the source made its calls: active means growth percent below 10; inactive means the rest.

SMILES	SR	MDA-MB-231	MDA-MB-468	K-562	MCF7	MOLT-4	RPMI-8226	MDA-MB-435
O=C1COCCN1c1ccc(NCc2cn(Cc3ccccc3)c3ccccc23)cc1	58	87	-76*	57	64	102	87	98
COc1ccc(/C=C2\SC(=Nc3ccccc3)NC2=O)cc1	-33*	-83*	-85*	-64*	-85*	-59*	-51*	.
c1cncc(CNc2ccccc2-c2nnc(Nc3ccc4c(c3)OCO4)o2)c1	.	16	-1.5*	.	9.3*	19	27	-28*
O=C(c1ccccc1)C1OC1(CBr)c1ccccc1 (stereo not drawn)	97	106	102	91	91	58	82	100
N#C/C(=C\c1ccc(-c2cccc(C(F)(F)F)c2)o1)c1nc(-c2ccco2)cs1	100	79	-37*	92	22	93	46	102
C=C(c1ccc(OC)cc1)C(CC)c1ccc(OC)cc1 (stereo not drawn)	.	103	67	76	106	71	93	91
CC1(C)C(O)C(C)(C)C1O (stereo not drawn)	104	119&103	119&107	108&98	103&99	103&105	100&110	118&99
Cc1cccc(C)c1NC(=S)NC(=O)c1cccc(Cl)c1	85	81	83	83	34	88	89	97
O=C(O)CNC(=S)Nc1ccccc1	84	108	118	92	95	92	.	98
CC(=O)c1ccc(Nc2nccc(-c3ccc(Cl)cc3)n2)cc1	58	101	77	84	77	84	94	104

A few values from the list.
In MCF7, C=C(c1ccc(OC)cc1)C(CC)c1ccc(OC)cc1 (stereo not drawn) is entered as 106
In MCF7, O=C(c1ccccc1)C1OC1(CBr)c1ccccc1 (stereo not drawn) is entered as 91
In MDA-MB-468, CC1(C)C(O)C(C)(C)C1O (stereo not drawn) is entered as 119&107
In SR, O=C(O)CNC(=S)Nc1ccccc1 is entered as 84

Other compounds.
SMILES	SR	MDA-MB-231	MDA-MB-468	K-562	MCF7	MOLT-4	RPMI-8226	MDA-MB-435
CC(/C=C/c1ccccc1)=Nc1ccccc1	.	93	98	106	87	109	.	93
CC1(C)CC[C@]23CC[C@]4(C)[C@H](CC[C@@H]5[C@@]6(C)Cc7cn[nH]c7C(C)(C)[C@@H]6CC[C@]54C)[C@H]2[C@H]1OC3	94	97	131	104	102	101	94	102
C=CCOc1c(Cl)c(Cl)c(Cl)c(Cl)c1Cl	92	107	104	110	98	100	.	93
CCc1cccc(NC(=O)CNc2cc(S(=O)(=O)N(C)C)cc(C)c2C)c1	84	78	87	85	92	82	66	92
CC(=O)OC(c1ccccc1)C1CCOC1=O (stereo not drawn)	122	103	81	108	102	83	111	96
CCOC(=O)/C(=C/CC/C(C)=C/CC/C(C)=C/CCc1ccoc1)CC(=O)N1CCOCC1	98	.	73	83	93	86	71	95
COc1ccc(C(=O)/C=C/c2cc(OC)c(O)c([N+](=O)[O-])c2)cc1	87	107	98	82	91	100	104	101
N#Cc1c(-c2ccc(F)cc2)cc(-c2c[nH]c3ccccc23)nc1-c1c[nH]c2ccccc12	89	102	99	105	89	103	101	107
O=C(O)C(CS)NSc1ccccc1[N+](=O)[O-] (stereo not drawn)	86	110	114	88	97	.	103	115
CNC(=O)c1cc(Oc2ccc3nc(NC(=O)c4cccc(OC(F)(F)F)c4)sc3c2)ccn1	58	76	46	62	78	73	72	79
CCOC(=O)CNC(=O)CN(Cc1ccccc1)C(=O)[C@@]1(C)CCC[C@]2(C)[C@H]3CC4C(C(C)C)=C[C@]3(CC[C@H]21)[C@@H]1C(=O)CCC(=O)[C@H]41	8.0*	65	3.1*	25	13	16	20	71
COc1cccc(/C=C(\C#N)C(=O)O)c1	.	112	103	95	105	99	105	113
Cc1ccc(C)c(C(=O)C(C)C)c1	81	107	112	86	109	99	100	102
CC1(C)CC(=O)C2=C(C1)N(Cc1ccc(C(=O)O)cc1)C1=C(C(=O)CC(C)(C)C1)C2c1cccc([N+](=O)[O-])c1	103	103	109	109	92	111	108	103
c1cc2c3c(cccc3c1)-c1cnccc1-2	87	122	107	112	97	90	107	110
C[C@]12C[C@@H](c3ccoc3)OC(=O)[C@@H]1CC[C@]1(C)[C@@H]2CC[C@@H]2O[C@@]21C	96	99	93	103	97	95	98	110
COc1ccc(/C=C/C(=O)c2ccc(Nc3ccnc4cc(Cl)ccc34)cc2)cc1	-72*	81	.	45	76	23	-32*	86
CCOc1c(OC)cc2c(c1O)C(=O)N[C@@H]1[C@@H](O)[C@@H](O)[C@H](O)C[C@@H]21	89	106	95	91	92	92	103	108
COc1ccc(NC(=O)Nc2ccc(OCC(=O)c3ccccc3)cc2)cc1	85	99	85	91	83	79	87	96
CC(=NCc1ccccc1)c1ccc(O)cc1O	94	97	118	97	98	90	97	114
O=C(/C=C/c1ccccc1)Nc1ccccc1-c1nc2ccccc2c(=O)[nH]1	.	72	96	.	64	.	89	107
O=C1C[C@@H](c2ccccc2)Oc2c(Cc3ccccc3O)c(O)c(Cc3ccccc3O)c(O)c21	110	80	81	76	87	89	86	99
Cc1cc(-c2ccccc2)n2nc(NC#N)nc2c1C#N	108	100	99	106	.	118	108	102
Cc1cccc(NCS(=O)(=O)O)c1	107	111	94	107	95	102	102	108
O=c1oc(-c2ccccc2)c(-c2ccccc2)c2ccccc12	82&87	101&100	100	98&98	96&122	81&85	92&97	103&105
COc1cc(-n2cc(-c3ccc(S(C)(=O)=O)cc3)n(C(C)=O)c2=O)cc(OC)c1OC	112	102	.	82	127	104	196	93
CC(C)=CCc1c2c(c3occ(-c4ccc(O)cc4)c(=O)c3c1O)C=CC(C)(C)O2	27	64	46	28	52	52	.	87
Cc1ccc(NC(=O)c2sc3nc(-c4cccs4)ccc3c2N)cc1F	78	93	40	72	95	82	117	85
C=CC[C@]1(O)CC[C@H]2[C@@H]3CCc4cc(O)ccc4[C@H]3CC[C@@]21C	38	100	87	56	116	62	87	39
O=C(Cn1cc(CSc2nc3ccccc3o2)nn1)Nc1ccccc1F	112	112	108	103	102	105	99	103

Some entries already given, showing only MDA-MB-468 and MDA-MB-231:
SMILES | MDA-MB-468 | MDA-MB-231
CCOc1c(OC)cc2c(c1O)C(=O)N[C@@H]1[C@@H](O)[C@@H](O)[C@H](O)C[C@@H]21 | 95 | 106
COc1ccc(NC(=O)Nc2ccc(OCC(=O)c3ccccc3)cc2)cc1 | 85 | 99
CC(=NCc1ccccc1)c1ccc(O)cc1O | 118 | 97
O=C(/C=C/c1ccccc1)Nc1ccccc1-c1nc2ccccc2c(=O)[nH]1 | 96 | 72
O=C1C[C@@H](c2ccccc2)Oc2c(Cc3ccccc3O)c(O)c(Cc3ccccc3O)c(O)c21 | 81 | 80
Cc1cc(-c2ccccc2)n2nc(NC#N)nc2c1C#N | 99 | 100
Cc1cccc(NCS(=O)(=O)O)c1 | 94 | 111

Back to the main list, repeating the 4 entries before the break.
SMILES	SR	MDA-MB-231	MDA-MB-468	K-562	MCF7	MOLT-4	RPMI-8226	MDA-MB-435
CC(C)=CCc1c2c(c3occ(-c4ccc(O)cc4)c(=O)c3c1O)C=CC(C)(C)O2	27	64	46	28	52	52	.	87
Cc1ccc(NC(=O)c2sc3nc(-c4cccs4)ccc3c2N)cc1F	78	93	40	72	95	82	117	85
C=CC[C@]1(O)CC[C@H]2[C@@H]3CCc4cc(O)ccc4[C@H]3CC[C@@]21C	38	100	87	56	116	62	87	39
O=C(Cn1cc(CSc2nc3ccccc3o2)nn1)Nc1ccccc1F	112	112	108	103	102	105	99	103
Oc1cc(CN2CCOCC2)c(O)cc1CN1CCOCC1	82	110	.	107	99	100	103	91
COc1ccc2c(c1)c(C(=O)c1nc(-c3cn(C)c4ccc(Cl)cc34)no1)cn2C	59	54	78	59	72	88	79	65
COC(=O)[C@@]1(C)CC[C@]2(C)CC[C@]3(C)C(=CC(=O)[C@@H]4[C@@]5(C)Cc6c(n(CC#CCN7CCN(C)CC7)c7ccccc67)C(C)(C)[C@@H]5CC[C@]43C)[C@@H]2C1	.	67	69	-5.3*	-32*	17	70	40
Cc1cc(=O)oc2cc(OCCCOc3ccc(/C=C/C(=O)N4CCOCC4)cc3)ccc12	85	98	85	84	86	96	81	96
Cc1ccc(NCC(=O)N2CCN(c3ncnc4c3cnn4-c3ccccc3)CC2)cc1	61	74	58	59	51	46	60	75
Nc1nc(N)c2c(n1)NC(c1ccccc1)CC(c1cccc(Nc3ccncc3)c1)=N2 (stereo not drawn)	65	90	74	39	74	82	80	73
O=c1oc2ccccc2cc1-c1cc2ccccc2[nH]1	114	85	.	89	70	109	98	102
COc1ccc(N=Cc2sc(=S)[nH]c2O)cc1	101	97	108	104	90	113	96	107
COc1ccccc1Nc1nc(-c2ccc(O)cc2)nc2n[nH]c(Nc3ccccc3)c12	21	77	54	14	64	42	64	29
Cc1cc(N2CCOCC2)nc(NCc2cc(Nc3ccnc4cc(Cl)ccc34)ccc2F)n1	-41*	-78*	-72*	-5.0*	-56*	-30*	-40*	-80*

An excerpt from above in order of heavy-atom count, ascending:
SMILES	SR	MDA-MB-231	MDA-MB-468	K-562	MCF7	MOLT-4	RPMI-8226	MDA-MB-435
O=c1oc2ccccc2cc1-c1cc2ccccc2[nH]1	114	85	.	89	70	109	98	102
Cc1ccc(NCC(=O)N2CCN(c3ncnc4c3cnn4-c3ccccc3)CC2)cc1	61	74	58	59	51	46	60	75
Cc1cc(=O)oc2cc(OCCCOc3ccc(/C=C/C(=O)N4CCOCC4)cc3)ccc12	85	98	85	84	86	96	81	96

Carrying on.
SMILES	SR	MDA-MB-231	MDA-MB-468	K-562	MCF7	MOLT-4	RPMI-8226	MDA-MB-435
O=C(O)Cc1cccc2ccccc12	95	123	121	96	.	9.0*	104	104
COc1ccc2nc(SCC(=O)Nc3ccccc3C)[nH]c2c1	89	99	98	98	91	89	90	97
Cc1cccc2c1C(=O)NC2=O	97	119	101	91	99	107	96	107
Cn1c(N2CCCCC2)nc(-c2ccco2)c(C#N)c1=O	100	99	101	99	81	105	118	103
O=C(Nc1ncc(Cc2ccccc2)s1)c1ccc2c(c1)OCCO2	5.8*	39	28	8.3*	11	6.4*	15	-4.3*
O=C(NCCCNc1nccc(-c2c(-c3cccc(F)c3)nc3sccn23)n1)c1ccc(C(F)(F)F)cc1	87	89	77	67	70	45	97	69
COc1cc2c(c(OC)c1O)C(=O)C(OC)C(c1ccc(O)c(O)c1)O2 (stereo not drawn)	11	-8.2*	8.0*	6.8*	11	9.2*	-19*	-24*
O=NN(CCCl)C(=O)Nc1c[nH]c(=O)[nH]c1=O	70	118	103	105	96	100	101	94
O=C(COC(=O)c1ccc(Br)o1)Nc1nc(-c2ccccc2)cs1	102	110	.	93	70	110	96	121
OCCCNc1nc2nonc2nc1Nc1ccccc1	86	76	80	90	87	86	89	102
Cc1c(C(=O)C(SC(=S)N2CCN(C(=O)OC(C)(C)C)CC2)SC(=S)N2CCN(C(=O)OC(C)(C)C)CC2)nnn1-c1ccc([N+](=O)[O-])cc1	84	99	100	84	81	90	65	112
CC(C)CC(C)(C[N+](=O)[O-])C[N+](=O)[O-]	102	105	102	110	97	110	93	97
CC(=O)Nc1ccc(S(=O)(=O)N=[N+]=[N-])cc1	96	102	102	93	92	108	.	94
Clc1ccc(/C=C/c2cc(N3CCOCC3)c3cc(Cl)c(Cl)cc3n2)cc1	59	59	91	86	92	1.4*	-41*	91
Cc1ccc(C)c(NC2=CC(=O)C(=O)c3ccccc32)c1	91	80	90	71	54	81	61	59
C[C@]12CC(=O)C[C@@H]1C[C@H]1CC[C@]3(C)CC4(C[C@H]3C[C@H]1C2)S(=O)(=O)CCS4(=O)=O	.	93	88	.	98	104	97	102
COc1cc(O)c(/C=N/N2C(=O)CSC2=S)c(OC)c1	104	86	69	97	93	104	101	109
O=C1/C(=C/c2cccc(OCCCc3ccccc3)c2)Oc2cc(OCCN3CCCCC3)ccc21	57	81	51	22	74	72	73	71
COc1ccc(C(=O)CSc2nc(Nc3cccc(S(N)(=O)=O)c3)cc(-c3ccccc3)n2)cc1	76	94	108	87	97	74	93	96
O=C(CCl)NNc1nccc(Nc2ccc(S(=O)(=O)Nc3ccncc3)cc2)n1	37	47	31	18	22	44	31	41

Bioassay records (PubChem)
